H37Rv inhibition: M. tuberculosis growth inhibition, HTS (AID 449762); one-dose inhibition, % at 25 µM; IC50 in µM for titrated hits; 0.59% of 330,000 active; M. tuberculosis H37Rv growth inhibition, 7H9 media; higher % means a stronger effect; in the data active = a potency from the dose series; inconclusive = inhibition above about 70% without an active follow-up result;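 note: bacterial growth assessed after seven days of incubation; strong numbers were not always called active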
tuberculosis growth: growth inhibition of non-replicating M. tuberculosis (AID 488890); inhibition, % at 25 µM, or IC50 in µM where a hit was titrated; 0.39% of 320,000 active; Mycobacterium tuberculosis non-replicating, growth inhibition; higher % means a stronger effect; in the data active = a potency from the dose series; inconclusive = inhibition mostly from about 82% at the one dose, without a potency; inactive = the rest, 99 in 100 with inhibition below about 76%;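 note: plate controls were DMSO cells for no effect and high antibiotic wells for full effect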
H1N1 NS1A inhibition: H1N1 influenza NS1A inhibitors, functional cell based assay (AID 504329); NS1A functional cell-based assay, percent inhibition; higher % means a stronger effect; 0.3% of 340,000 active; inhibition, % at 12.5 µM, or IC50 in µM where a hit was titrated; in the data active = a potency from the dose series; inconclusive = inhibition above about 27% without an active follow-up result; note: strong numbers were not always called active
Salmonella PhoP GFP: Inhibition of PhoP regulon, Salmonella typhi GFP reporter cells, confirmation, 4 h (AID 1850); Salmonella Typhi PhoP-promoter GFP reporter, fluorescence, 4 h; higher % means a stronger effect; inhibition, % at 50 µM; hits with a dose series show IC50 in µM; 0.33% of 310,000 active; in the data active = a potency from the dose series; inconclusive = inhibition mostly from about 25% at the one dose, without a potency; inactive = the rest, 99 in 100 with inhibition below about 19%;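 note: 0% = induced wells with vehicle and 100% = uninduced wells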
VEEV TC-83 Vero: inhibitors of VEEV TC-83 cytopathic effect, confirmation, Vero cells (AID 588727); Vero cells, VEEV TC-83 cytopathic effect inhibition; higher % means a stronger effect; 0.13% of 350,000 active; one-dose inhibition, % at 20 µM; IC50 in µM for titrated hits; in the data active = a potency from the dose series; inconclusive = inhibition mostly from about 14% at the one dose, without a potency; inactive = the rest, 99 in 100 with inhibition below about 12%; note: strong numbers were not always called active
* hit, by the source's call; i = inactive; ? = inconclusive; nt = not tested or not shown; & = joins results of further samples. Not a hit list. Share with any hit: about 1.6%.

SMILES	H37Rv inhibition	tuberculosis growth	H1N1 NS1A inhibition	Salmonella PhoP GFP	VEEV TC-83 Vero
CCOC(=O)c1cnc(SC2CC(=O)N(c3ccccc3)C2=O)nc1N (stereo not drawn)	-5%	-11%	2%	2%	1.8%
CCOc1cccc(-c2nnc(SCC(=O)Nc3cc(C)ccc3OC)n2N)c1	-11%	4%	-12%	0%	0.0%
CCCNc1nc2c(c(=O)n(C)c(=O)n2C)n1CCc1ccccc1	-6%	8%	25%	-4%	3.7%
CCC/C=C(\CCC)C(NC(=O)CCc1ccccc1)c1ccc(C(F)(F)F)cc1 (stereo not drawn)	1%	nt	nt	-6%	nt
CC(=NCCc1c(C)[nH]c2ccc(OC(F)(F)F)cc12)C1=C(O)CC(c2ccccc2)CC1=O (stereo not drawn)	-2%	-10%	-4%	0%	2.8%
O=C1C(O)CCN1Cc1ccccc1 (stereo not drawn)	nt	nt	4%	nt	1.9%
N=c1c2c3c(sc2nc2n1CCCCC2)CCCC3	-2%	10%	-4%	16%	i
COc1ccc2nc(NC(=O)c3c(C)noc3C)sc2c1	-1%	42%	-3%	nt	9.1%
CCn1c2ccccc2c2cc(NS(=O)(=O)c3ccccc3C)ccc21	2%	2%	2%	10%	3.3%
CCOc1cc(/C=C2\C(=O)NN(c3ccccc3)C2=O)cc([N+](=O)[O-])c1O	63%	9%	-2%	1%	0.4%
CCc1nnc(NC(=O)CSc2ccc(-c3ccc(-n4cccn4)cc3)nn2)s1	8%	7%	8%	-7%	7.1%
Nc1nc(COC(=O)C2CCN(C(=O)c3ccc(Cl)cc3)CC2)nc(Nc2ccccc2)n1	-1%	30%	-4%	nt	0.9%
Cc1ccc(S(=O)(=O)N2CCCCC2)cc1NC(=O)CSc1nnc(C2CC2)n1C	8%	10%	-15%	nt	2.1%
Cc1c(-c2ccccc2)oc2c(C(=O)OCC(=O)Nc3cccc(F)c3)cccc2c1=O	-3%	-31%	-7%	-15%	2.4%
CCn1cc(C(=O)NCCCOC)c(=O)c2cc(S(=O)(=O)N3CCC(C)CC3)ccc21	0%	16%	5%	-4%	0.6%
CCOC(=O)C1=C(C)NC(=O)NC1c1ccc(OC(=O)c2ccco2)cc1 (stereo not drawn)	1%	13%	0%	2%	1.5%
Cc1c(C(c2ccc(F)cc2)c2c(O)c3ccccc3oc2=O)c(=O)n(-c2ccccc2)n1C (stereo not drawn)	2%	18%	0%	-1%	0.6%
Cc1ccc(OCc2ccc(Br)cc2)c([N+](=O)[O-])n1	-4%	39%	nt	3%	nt
COc1ccc(NC(=O)N2CCCC(C(=O)NCc3ccccc3F)C2)cc1 (stereo not drawn)	-2%	-5%	7%	8%	3.2%
CCOC(=O)c1cccc(NC(=O)CSc2nnc(C3CCCCC3)n2C)c1	-8%	27%	-5%	4%	3.7%
CC1CCCC(NC(=O)COC(=O)c2cccs2)C1C (stereo not drawn)	-3%	65%	-2%	nt	4.2%
Cc1ccc(NC2CCCN(C(=O)CCN3CCOCC3)C2)cc1C (stereo not drawn)	-6%	0%	-7%	-9%	1.1%
COc1ccccc1-n1c(N)cc(=O)nc1SCC(=O)Nc1cc(C)on1	0%	-1%	-3%	7%	1.0%
CC(=O)c1ccc(OCC(O)CN2CCC(C)CC2)cc1 (stereo not drawn)	-2%	nt	6%	7%	1.2%
COc1ccccc1NC(=O)CN(Cc1ccco1)C(=O)c1ccc(N2CCCC2=O)cc1	3%	-4%	2%	nt	2.6%

3 structures out of the list, arranged by length of the SMILES, largest number first.
SMILES	H37Rv inhibition	tuberculosis growth	H1N1 NS1A inhibition	Salmonella PhoP GFP	VEEV TC-83 Vero
Nc1nc(COC(=O)C2CCN(C(=O)c3ccc(Cl)cc3)CC2)nc(Nc2ccccc2)n1	-1%	30%	-4%	nt	0.9%
CCOC(=O)C1=C(C)NC(=O)NC1c1ccc(OC(=O)c2ccco2)cc1 (stereo not drawn)	1%	13%	0%	2%	1.5%
Cc1ccc(NC2CCCN(C(=O)CCN3CCOCC3)C2)cc1C (stereo not drawn)	-6%	0%	-7%	-9%	1.1%

The listing picks up; the 2 compounds before the break are reprinted first.
SMILES	H37Rv inhibition	tuberculosis growth	H1N1 NS1A inhibition	Salmonella PhoP GFP	VEEV TC-83 Vero
CC(=O)c1ccc(OCC(O)CN2CCC(C)CC2)cc1 (stereo not drawn)	-2%	nt	6%	7%	1.2%
COc1ccccc1NC(=O)CN(Cc1ccco1)C(=O)c1ccc(N2CCCC2=O)cc1	3%	-4%	2%	nt	2.6%
CCN(C[C@H]1N[C@@](C)(C(=O)OC)[C@H]2C(=O)N(Cc3ccccc3)C(=O)[C@@H]12)S(=O)(=O)c1ccc(F)cc1	-2%	-3%	-23%	nt	2.1%
Cc1nc(NCCNC(=O)c2ccco2)c2c(C)c(C)sc2n1	1%	40%	10%	0%	2.0%
CN(C)C(=O)/C(=C/c1ccc(-c2cccc([N+](=O)[O-])c2)o1)NC(=O)c1ccccc1	6%	43%	-20%	0%	i
Cc1ccc(-c2ccc(=O)n(CCC(=O)NCCN3CCCCC3C)n2)cc1 (stereo not drawn)	0%	-29%	-23%	-3%	0.9%
C[C@H]1CCC[C@@]2(O[C@@H](CCO)C[C@@H](O)[C@@H]2O)O1	-4%	-3%	-3%	7%	2.3%
CC(=O)c1ccc(-c2ccc(/C=C(/Sc3n[nH]c(C)n3)C(=O)O)o2)cc1	-3%	-14%	18%	-12%	7.6%
CC1=CC(C)(C)NC(=S)N1c1ccccc1C	-3%	21%	0%&11%	-4%	2.8%&1.4%
COc1ccc(S(=O)(=O)N2CCN(Cc3cc(=O)n4ccccc4n3)CC2)cc1	-2%	-18%	-1%	nt	i
c1ccc(C(CN2CCCCC2)Oc2ccccn2)cc1 (stereo not drawn)	nt	nt	-1%	nt	i
OCC#CCSc1nnc(-c2cccc3ccccc23)o1	?	?	10%	nt	3.4%
O=C(NCCCN1CCCC1=O)c1cc(-c2ccc3c(c2)OCO3)nc2ccccc12	-6%	18%	-4%	9%	7.2%
CC(=O)Nc1ccc(S(=O)(=O)Nc2cccn(Cc3ccc(C)cc3)c2=O)cc1	0%	5%	-3%	9%	i
CCOc1ccc(C(=O)N(CC)CC(=O)Nc2ccc3c(c2)OCCO3)cc1OCC	-11%	-5%	-2%	nt	i
O=C(CN1CCNCC1)Nc1ccc(Oc2ccccc2)cc1	-1%	21%	7%	4%	0.2%
CCO/C=C1\SC(=S)N(c2ccc(Cl)cc2)C1=O	1%	-17%	0%	-1%	1.1%
CCOC(=O)N1CCC(NC(=O)CNS(=O)(=O)c2ccc(Br)s2)CC1	-5%	-7%	-3%	-3%	2.0%
CCC(=O)Nc1nnc(/C=C/c2ccc(OC)cc2)s1	2%	7%	-20%	0%	2.7%
COc1ccc(OC)c(-n2c(=S)[nH]c3cc(C(=O)N4CCCCC4)ccc3c2=O)c1	3%	55%	2%	-4%	2.6%
COCCNC(=O)c1ccc(C(=O)C(=O)c2ccccc2)cc1	0%	24%	2%	-6%	3.9%
CSc1nc2c(c(=O)[nH]c(=O)n2C)n1CCCc1ccccc1	1%	-16%	-2%	2%	0.5%
COc1cccc(-c2cccc(NC(=O)C3CCN(Cc4ccc(C)o4)CC3)c2)c1	4%	1%	2%	0%	i
O=C(CSc1nc2ncccc2[nH]1)NCCc1ccccc1	7%	60%	0%	2%	2.5%
O=C(NC(=S)NCc1cccnc1)c1cccc2ccccc12	0%	-10%	0%	-1%	0.9%
COc1ccc(NC(=O)Cn2c(C)cc(=O)c3ccccc32)cc1	11%	?	-1%	1%	0.7%
CCOc1ccc(Nc2nc(CC(=O)OC)cc(=O)[nH]2)cc1	-11%	-13%	0%	8%	2.7%

6 of these compounds, reformatted:
Second line of a record – H37Rv inhibition | tuberculosis growth | H1N1 NS1A inhibition | Salmonella PhoP GFP | VEEV TC-83 Vero
c1ccc(C(CN2CCCCC2)Oc2ccccn2)cc1 (stereo not drawn)
→ nt | nt | -1% | nt | i
OCC#CCSc1nnc(-c2cccc3ccccc23)o1
→ ? | ? | 10% | nt | 3.4%
O=C(NCCCN1CCCC1=O)c1cc(-c2ccc3c(c2)OCO3)nc2ccccc12
→ -6% | 18% | -4% | 9% | 7.2%
CC(=O)Nc1ccc(S(=O)(=O)Nc2cccn(Cc3ccc(C)cc3)c2=O)cc1
→ 0% | 5% | -3% | 9% | i
CCOc1ccc(C(=O)N(CC)CC(=O)Nc2ccc3c(c2)OCCO3)cc1OCC
→ -11% | -5% | -2% | nt | i
O=C(CN1CCNCC1)Nc1ccc(Oc2ccccc2)cc1
→ -1% | 21% | 7% | 4% | 0.2%

Reformatted: five of the compounds above
Molecule,H37Rv inhibition,tuberculosis growth,H1N1 NS1A inhibition,Salmonella PhoP GFP,VEEV TC-83 Vero
CC1=CC(C)(C)NC(=S)N1c1ccccc1C,-3%,21%,0%&11%,-4%,2.8%&1.4%
COc1ccc(S(=O)(=O)N2CCN(Cc3cc(=O)n4ccccc4n3)CC2)cc1,-2%,-18%,-1%,nt,i
c1ccc(C(CN2CCCCC2)Oc2ccccn2)cc1 (stereo not drawn),nt,nt,-1%,nt,i
OCC#CCSc1nnc(-c2cccc3ccccc23)o1,?,?,10%,nt,3.4%
O=C(NCCCN1CCCC1=O)c1cc(-c2ccc3c(c2)OCO3)nc2ccccc12,-6%,18%,-4%,9%,7.2%

Continued.
SMILES	H37Rv inhibition	tuberculosis growth	H1N1 NS1A inhibition	Salmonella PhoP GFP	VEEV TC-83 Vero
COc1ccc(-c2nnc(SCC(N)=O)n2N)cc1	1%	-5%	-17%	-9%	0.4%
COc1ccc(-c2nc(NC(=O)c3ccc(OCC(=O)Nc4ccc(F)cc4)c(OC)c3)sc2C)cc1	9%	20%	7%	11%	14%
CN(C(=O)Nc1ccc(Cl)cc1Cl)[C@H]1c2cc(Br)ccc2OC[C@H]1CO	54%	20%	3%	-6%	i
Cn1c(CCC(=O)O)nc2cc(S(=O)(=O)N3CCCC3)ccc21	-1%	-7%	-2%	nt	1.8%
O=C(NCC(=O)N1CCOCC1)c1ccc(Cl)c(Cl)c1	3%	1%	-6%	nt	2.1%
COc1ccc(-c2nc3c(c(SCC(=O)N4CCOCC4)n2)COC(C)(C)C3)cc1	2%	nt	-20%	20%	i
NS(=O)(=O)c1cccc(NC(=O)c2cccc(Oc3ccccc3)c2)c1	8%	13%	1%	0%	2.6%
CS(=O)(=O)N(CC(=O)N1CCCC1)c1ccc(OCc2ccccc2)cc1	10%	6%	-1%	-11%	3.3%
O=C(NCCC1=CCCCC1)c1ccc(CN2CCOCC2)cc1	-1%	3%	4%	3%	i
O=C(CN(C(=O)c1csnn1)c1ccc(F)c(Cl)c1)NC1CCCCC1	-14%	-8%	-1%	8%	2.4%
Cc1ccn(CCC(=O)NC2CC(C)(C)Cc3c2cnn3-c2ccccc2C)n1 (stereo not drawn)	-2%	8%	8%	2%	2.0%
CCC(C)(C)NC(=O)c1ccc(S(=O)(=O)N2CCCCCC2)cc1	2%	17%	-4%	5%	2.0%
Cc1[nH]c2ccccc2c1SCc1n[nH]c(=S)n1C	-9%	-9%	-9%	2%	1.3%
CN(C)c1ccc(C(=S)N2CCCC2)cc1Br	-1%	-11%	-19%	8%	0.1%
COc1ccc(NC(=O)COC(=O)c2cc3c(s2)CCC3)cc1	10%	67%	-5%	nt	2.7%
COc1ccccc1NC(=O)NCC1(N(C)C)CCCCC1	-6%	-1%	4%	-7%	i
O=C(CN1CCOCC1)N1CCCc2ccccc21	0%	0%	-1%	6%	0.4%

Screening results: PubChem BioAssay, Southern Research Specialized Biocontainment Screening Center
